Screening data: PubChem, Sanford-Burnham Center for Chemical Genomics
TIM10 inh = TIM10 yeast growth inhibition | S. cerevisiae TIM10 strain growth, BacTiter-Glo luminescence, 24 h | inhibition, % at 10 µM | actives 1.4% (n = 330,000) | AID 463195;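 active means inhibition of 40% or more at the single tested concentration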;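 further: wild-type TIM10 isogenic control strain grown at permissive 25 °C; 0% = DMSO yeast wells and 100% = minimal medium wells without yeast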
NALP3 yeast inh = blocks the NALP3 inflammasome reconstituted in yeast. Yeast reconstituted NLRP3/ASC/caspase-1, beta-gal luminescence, 24 h. inhibition, % at 10 µM. actives 0.39% (n = 330,000). AID 2825;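 active means inhibition of 50% or more; inactive means inhibition below 50%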;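 further: plate controls were induced DMSO wells for no effect and uninduced yeast grown without galactose for full effect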
tim10-1 inh = tim10-1 yeast growth inhibition. inhibition, % at 20 µM. AID 463190. S. cerevisiae tim10-1 ts strain growth, BacTiter-Glo, 24 h. actives 2.2% (n = 330,000);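 active means inhibition of at least 40%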;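 further: mutant grown at 25 °C; 0% = DMSO wells with yeast and 100% = wells holding no yeast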
CHOP UPR activ = activators of apoptotic arm of unfolded protein response (CHOP); CHO-CHOP luciferase reporter, UPR activation, luminescence; percent of tunicamycin response over DMSO baseline; actives 0.34% (n = 330,000); activation, % at 10 µM; AID 449763;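 active means at 10 µM dose, activation of 40% or more, normalized to positive control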;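 further: 100% = tunicamycin at 10 µg/mL and 0% = DMSO alone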
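System: CHO-CHOP luciferase reporter cell line; amount: 500 cells/well; buffer or medium: F12 medium containing 10% fetal bovine serum; incubation: 6 h compound exposure at 37 °C after overnight seeding; measured by: luciferase luminescence after 10 min with Steady-Glo reagent; evaluation: % reporter activation, DMSO baseline versus tunicamycin full activation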
GRIN3A LBD mod = NR3A (human) ligand-binding domain modulation; NR3A LBD differential scanning fluorimetry, Tm shift; 0% = protein alone, 100% = glycine-bound protein; Tm shift relative to glycine control, % at 25 µM; actives 2.5% (n = 340,000);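 active means melting temperature shift of at least 10% of the positive control shift, at one fixed dose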
tim23-1 inh = growth inhibitors of tim23-1 mutant yeast | S. cerevisiae tim23-1 growth, BacTiter-Glo luminescence, 24 h | actives 1.3% (n = 330,000) | inhibition, % at 20 µM;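 active means growth inhibition of the mutant yeast at or above 50%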;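 further: temperature-sensitive mutant grown at 25 °C; plate controls were DMSO-treated mutant yeast for no effect and medium wells lacking yeast for full effect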
UPR XBP1 act = activators of adaptive arm of unfolded protein response (XBP1); CHO-XBP1 luciferase reporter, IRE1-XBP1 UPR activation, luminescence; percent of tunicamycin response, DMSO as zero; activation, % at 20 µM; actives 0.33% (n = 330,000);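 active means versus positive control, 20 µM dose yields 30% or more activation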;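 further: 100% = tunicamycin at 10 µg/mL and 0% = DMSO only wells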
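Material – CHO cell line with stable XBP1 luciferase reporter · Buffer or medium – F12 plus 10% FBS · Compound – single point, 20 µM final compound, 1% DMSO · Schedule – 16-18 h cell attachment at 37 °C, then 6 h compound exposure · Signal – Steady-Glo luminescence read · Benchmarks – high control tunicamycin 10 µg/mL final, low control DMSO vehicle only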
APJ agonist = APJ receptor agonism; CHO-K1 APJ PathHunter beta-arrestin, luminescence; 0% DMSO wells, 100% apelin; P35414; actives 0.11% (n = 330,000); AID 2520; activation, % at 20 µM;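 active means activation more than six SD over the plate average, tested at 20 µM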;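 further: 0% = DMSO alone and 100% = apelin-13 at 10 nM; some results filed as inactive read as strong as hits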
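Assay system: CHO-K1 APJ beta-arrestin complementation cell line / Compound: single test compound dose, 20 µM final, 1% DMSO / Times: overnight seeding, 90 min compound at 25 °C, 1 h detection / Technique: beta-gal luminescence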
Mdm2 MdmX PPI = disrupts the human Mdm2-MdmX interaction; O15151+Q00987; SaOS-2 split-luciferase Mdm2/MdmX complementation, luminescence; inhibition, % at 8 µM; actives 3% (n = 330,000);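 active means inhibition of at least 50% at 8 µM in the primary screen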
Target sequence (O15151 whole entry, looked up): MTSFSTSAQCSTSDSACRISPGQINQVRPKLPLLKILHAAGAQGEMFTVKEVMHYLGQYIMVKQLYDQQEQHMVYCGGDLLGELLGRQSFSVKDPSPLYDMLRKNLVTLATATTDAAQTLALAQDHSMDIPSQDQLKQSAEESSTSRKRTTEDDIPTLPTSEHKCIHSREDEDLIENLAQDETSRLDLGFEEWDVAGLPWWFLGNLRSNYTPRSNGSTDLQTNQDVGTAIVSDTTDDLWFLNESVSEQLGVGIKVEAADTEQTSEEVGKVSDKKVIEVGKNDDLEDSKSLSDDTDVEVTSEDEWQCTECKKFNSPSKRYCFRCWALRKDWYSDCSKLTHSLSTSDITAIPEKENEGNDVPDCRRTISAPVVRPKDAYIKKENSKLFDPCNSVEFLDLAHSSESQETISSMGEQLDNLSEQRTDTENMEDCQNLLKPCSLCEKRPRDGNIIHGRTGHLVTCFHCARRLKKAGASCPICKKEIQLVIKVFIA
Target sequence (Q00987 whole entry, looked up): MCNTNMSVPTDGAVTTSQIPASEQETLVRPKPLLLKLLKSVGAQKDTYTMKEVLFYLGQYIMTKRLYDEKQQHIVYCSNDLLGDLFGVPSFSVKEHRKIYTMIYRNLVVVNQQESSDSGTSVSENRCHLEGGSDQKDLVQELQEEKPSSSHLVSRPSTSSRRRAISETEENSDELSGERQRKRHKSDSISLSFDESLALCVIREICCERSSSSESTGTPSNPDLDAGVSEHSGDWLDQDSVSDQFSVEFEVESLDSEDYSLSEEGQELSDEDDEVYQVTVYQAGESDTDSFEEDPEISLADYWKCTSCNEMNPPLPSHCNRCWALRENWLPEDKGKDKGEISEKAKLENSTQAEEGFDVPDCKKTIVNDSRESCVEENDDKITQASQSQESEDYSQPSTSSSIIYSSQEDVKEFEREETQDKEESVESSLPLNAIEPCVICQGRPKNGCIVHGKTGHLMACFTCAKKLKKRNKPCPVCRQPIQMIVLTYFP
* marks the source's active call; other numbers are inactive results.

SMILES | TIM10 inh | NALP3 yeast inh | tim10-1 inh | CHOP UPR activ | GRIN3A LBD mod | tim23-1 inh | UPR XBP1 act | APJ agonist | Mdm2 MdmX PPI
O=C(CN1C(=O)C(=O)N(Cc2ccco2)C1=O)Nc1ccc(F)c(F)c1F | -0.6 | 0.1 | -10.1 | 3.8 | -0.8 | -3.9 | -0.4 | -1.6 | 16.0
Cc1cc(C)nc(N2CCC(C(=O)NCCc3ccccc3)CC2)n1 | -14.0 | 21.8 | 23.4 | -1.8 | -1.0 | 5.9 | -0.9 | 0.5 | 18.9
Cc1cc(Oc2ccccc2)nc(-c2ccccc2)n1 | 9.5 | 19.4 | 15.9 | 0.3 | 1.5 | 14.0 | 3.1 | -5.2 | 0.7
CCCCn1c(SCC(=O)NCc2cccs2)nc2c1c(=O)n(C)c(=O)n2C | -10.5 | 1.1 | -13.2 | 0.2 | 0.4 | -15.3 | -2.6 | -4.9 | 15.0
CCOC(=O)C1CCCN(C(=O)c2ccc(OC(C)=O)cc2)C1 (stereo unspecified) | 7.4 | -5.3 | 8.4 | 0.3 | -0.5 | 9.5 | 0.0 | -1.8 | -15.7
CCOc1ccccc1NC(=O)COC(=O)c1c(CC)noc1C | -2.0 | 9.3 | 15.3 | 0.1 | -1.7 | 20.2 | -1.4 | -3.5 | -12.8
C1=CC(c2cc3ccccc3o2)OC(CCc2ccccc2)C1 (stereo unspecified) | 7.5 | 1.3 | 6.9 | -1.1 | 0.6 | -3.3 | -2.3 | -2.0 | 18.2
CCC(=O)c1ccc(N2CCN(C(=O)c3ccccc3F)CC2)c(F)c1 | 1.0 | 29.1 | 36.9 | -1.4 | 0.8 | 18.9 | -1.1 | -0.6 | -68.9
CCOC(=O)C1=C(C)NC(=O)NC1c1ccc(-c2ccccc2F)o1 (stereo unspecified) | 2.8 | 4.8 | 12.5 | 1.7 | -8.2 | 18.0 | -3.5 | -2.6 | 27.5
CCOC(=O)CSc1nc(N2CCOCC2)c2c(c1C#N)CC(C)(C)N(C)C2 | 5.7 | 15.5 | 5.7 | 1.2 | -1.3 | 6.9 | -3.0 | 5.5 | 5.3
CCCN1C2CCCC1CC(NC(=O)c1ccccc1)C2 (stereo unspecified) | -12.3 | 3.5 | 8.7 | -1.5 | -0.8 | 9.0 | 0.4 | 3.4 | -17.6
CC1CCN(CCC(=O)Nc2ccccc2)CC1 | 6.3 | -4.3 | 0.5 | 0.0 | -1.9 | 18.8 | 6.1 | -4.4 | 10.6
Cc1ccc(S(=O)(=O)N2CCN(CC(=O)N(CC(C)C)c3c(N)n(CC(C)C)c(=O)[nH]c3=O)CC2)c(C)c1 | -0.3 | 2.3 | 18.0 | -1.6 | -3.1 | 4.9 | -1.9 | -1.7 | 18.1
COc1ccc(CCNC(=O)CNCCc2ccc(F)cc2)cc1 | 15.2 | 19.2 | 18.4 | 1.9 | 1.6 | 9.4 | -1.4 | -4.3 | -12.0
CN(C)c1ccc(/C=C2\SC(=O)N(CCc3nnc(N)s3)C2=O)cc1 | 1.3 | 12.8 | 17.1 | -9.2 | -0.9 | -4.2 | -7.6 | -4.4 | 32.1
COc1cc2ccccc2cc1C(=O)NC(=S)Nc1cccc(C(=O)O)c1C | 15.3 | -1.3 | 12.0 | -0.5 | 2.4 | 10.2 | -2.3 | -1.7 | -30.4
CC(=O)N1CCCc2cc(S(=O)(=O)Nc3ccc(C)cc3C)ccc21 | -19.7 | -20.1 | 0.0 | 0.0 | -3.8 | 4.8 | -3.7 | -2.7 | 11.6
N#Cc1cnn2c3c(cnc12)C(=O)N1CCc2ccccc2C1C3 (stereo unspecified) | 2.0 | 12.9 | 11.3 | 0.6 | 3.5 | -1.0 | -1.7 | -6.0 | 25.4
C[C@H]1CN=C(N(C)C)N1CC1CCC(C(C)(C)C)CC1 (stereo partly specified) | 2.1 | -0.8 | 13.1 | -2.0 | 0.6 | 12.5 | 0.2 | 3.7 | 32.6
COC(=O)c1cccc(N(C(=O)c2cnccn2)C(C(=O)NCc2ccccc2)c2ccco2)c1 (stereo unspecified) | 19.4 | 20.9 | 21.4 | 0.5 | -0.7 | 21.6 | -1.2 | 0.3 | 5.8
O=C(O)C1CC=CCC1C(=O)NNc1c(Cl)cc(Cl)cc1Cl (stereo unspecified) | -15.4 | 6.4 | 7.9 | 1.6 | 0.3 | 16.9 | 1.0 | -1.7 | -20.1
COCc1cc(=O)[nH]c(SC)n1 | -0.1 | 19.1 | -21.0 | 0.4 | 0.9 | -2.5 | -0.4 | 2.1 | 5.5
CCOc1ccc(CCNC(=O)c2cc(-c3ccccc3)c(N3CCOCC3)s2)cc1 | -6.3 | -8.2 | 10.8 | 4.8 | 1.3 | 6.9 | -3.8 | 0.3 | 20.3
Cc1ccc(-n2c(SCC(=O)N/N=C/C=C/c3ccccc3[N+](=O)[O-])nc3ccccc3c2=O)cc1 | 14.9 | 2.5 | 28.8 | 0.7 | -3.7 | 12.1 | -4.8 | -1.9 | 16.8
Cc1ccc(N(C(C)C(=O)O)S(=O)(=O)c2cccnc2)cc1 (stereo unspecified) | 6.7 | 14.6 | 1.2 | -0.7 | -2.1 | 1.5 | -0.6 | -5.4 | 17.2
Nc1nc(-c2cccc(F)c2)cs1 | 12.9 | 11.1 | -0.2 | 5.8 | 2.2 | 3.0 | 0.4 | -2.2 | 4.3
O=C(O)CCCNC(=O)c1cncc(Br)c1 | -10.1 | -4.0 | 2.1 | 0.4 | -1.8 | 1.4 | -3.1 | -1.9 | 18.3
Cc1ccsc1-c1n[nH]c(=S)n1C1CCCCC1 | 17.8 | 0.8 | 24.3 | 0.0 | -0.8 | 28.2 | 1.1 | -1.7 | -25.7
Cc1c(C(=O)N(Cc2cccs2)C2CCS(=O)(=O)C2)oc2ccccc12 (stereo unspecified) | 18.8 | -8.0 | 24.9 | -0.4 | -1.3 | 19.0 | -0.9 | -2.7 | 12.5
Cc1ccc(S(=O)(=O)Nc2cccc(/C=C/C(=O)O)c2)cc1 | 5.5 | 22.0 | -2.6 | 1.8 | 1.4 | -6.6 | 1.5 | -1.2 | 14.7
COc1cccc(/C=C(\C#N)c2nc3ccccc3[nH]2)c1OCC(=O)O | 12.0 | 12.2 | 27.6 | 2.7 | 0.2 | 21.4 | -1.6 | 1.5 | -4.2
Cc1cc(=O)oc2cc(OCC(=O)OCC(=O)NC(=O)NC(C)C)ccc12 | -1.3 | 10.7 | -11.3 | -2.1 | 0.2 | -8.2 | 0.8 | -1.0 | -6.9
Cc1ccc(NC(=O)Nc2nnc(CSCCOc3ccc(Cl)cc3)s2)cc1 | 12.3 | 8.2 | 22.8 | 0.6 | 0.9 | -0.2 | 0.1 | -0.4 | -27.8
O=C(NCCN1CCOCC1)c1cccc(NS(=O)(=O)c2ccc(Br)cc2)c1 | -7.1 | 19.3 | 4.2 | -0.9 | 5.8 | 7.9 | -0.8 | 3.9 | 3.0
O=C(CN1C(=O)C2CC=CCC2C1=O)OCC(=O)c1ccc(Cl)c([N+](=O)[O-])c1 (stereo unspecified) | -0.1 | 1.8 | -8.0 | 4.5 | -0.9 | -16.6 | -2.3 | -31.6 | 17.3
Cc1ccc2c(Cl)c(C(=O)NCCc3ccccc3)sc2c1 | 8.7 | 7.7 | -2.6 | 5.9 | -1.6 | -1.9 | 3.0 | -1.7 | -249.9
CCOC(=O)C(=CNCC(=O)OC)C(=O)OCC | 11.1 | 11.3 | -10.2 | 0.1 | -0.4 | 2.4 | -3.9 | 2.4 | 3.4
Cc1cc(NS(=O)(=O)c2ccc(NC(=S)NC(=O)/C=C/c3ccccc3)cc2)no1 | 5.2 | 6.2 | -17.1 | 1.6 | -15.5 | -3.8 | -8.2 | -0.2 | 18.4
C[C@H](CO)N1C[C@H](C)[C@@H](CN(C)C(=O)NC2CCCCC2)Oc2c(NC(=O)Nc3ccc(C(F)(F)F)cc3)cccc2C1=O | 1.4 | 10.5 | 12.0 | 4.4 | 10.9* | 9.6 | 2.5 | 1.8 | 27.5
CCOc1cc(/C=C2/NC(=O)N(CC(=O)OC)C2=O)ccc1OC | 2.3 | -1.2 | 2.8 | -0.4 | -0.9 | 1.3 | -0.5 | -0.9 | 11.0

Sorted by value in UPR XBP1 act (descending): three from the list above
Molecule | NALP3 yeast inh | GRIN3A LBD mod | UPR XBP1 act | Mdm2 MdmX PPI
C[C@H](CO)N1C[C@H](C)[C@@H](CN(C)C(=O)NC2CCCCC2)Oc2c(NC(=O)Nc3ccc(C(F)(F)F)cc3)cccc2C1=O | 10.5 | 10.9* | 2.5 | 27.5
CCC(=O)c1ccc(N2CCN(C(=O)c3ccccc3F)CC2)c(F)c1 | 29.1 | 0.8 | -1.1 | -68.9
CCOc1ccccc1NC(=O)COC(=O)c1c(CC)noc1C | 9.3 | -1.7 | -1.4 | -12.8

Next section:
SMILES | TIM10 inh | NALP3 yeast inh | tim10-1 inh | CHOP UPR activ | GRIN3A LBD mod | tim23-1 inh | UPR XBP1 act | APJ agonist | Mdm2 MdmX PPI
S=C(NCc1ccccc1)Nc1ccc2ccccc2c1 | 16.3 | 29.3 | 17.7 | 5.6 | 6.7 | 44.3 | 2.7 | -7.4 | -57.2
CCOc1cccc(OCCCCN2CCOCC2)c1 | -29.2 | 2.5 | -23.3 | 2.9 | -0.6 | -19.5 | 0.5 | -1.5 | 0.7
CCN=C1Sc2nc3ccc(OCC)cc3cc2CN1CCOC | 13.2 | 7.8 | 23.1 | -1.3 | 1.5 | 29.1 | 0.9 | 0.7 | -6.7
CCN(CC)S(=O)(=O)c1cc(C(=O)N(C)CC(=O)Nc2ccc(Cl)cc2)ccc1Cl | 8.9 | 11.7 | 23.1 | -1.0 | -11.8 | 17.3 | -1.5 | -0.3 | 21.6
CCn1c(/C=C/N(C(C)=O)c2ccccc2)[n+](CC)c2ccc(Cl)cc21 | -6.6 | 3.8 | 4.3 | -1.2 | 3.9 | 7.8 | -4.1 | -0.9 | -1.5
CCOC(=O)C1=C(CNC2CCCCC2)NC(=O)NC1c1cc(C)ccc1C (stereo unspecified) | 5.7 | 19.7 | 27.1 | -0.4 | -1.6 | 25.1 | -2.1 | -4.6 | 25.7
C[C@H](CO)N1C[C@H](C)[C@@H](CN(C)C(=O)Nc2ccc(C(F)(F)F)cc2)Oc2c(cccc2N(C)C)C1=O | -1.4 | -0.8 | -11.1 | -1.1 | -2.2 | -0.2 | -5.1 | -0.7 | 26.3
Cc1c(C(=O)O)cccc1-c1ccc(C=O)o1 | -6.5 | 0.4 | 3.8 | 3.7 | -2.8 | 2.4 | 3.2 | -3.3 | -5.2
CCOC(=O)c1c(C)[nH]c(C)c1S(=O)(=O)N(C)Cc1ccco1 | -3.7 | -15.9 | 15.9 | 1.9 | 1.5 | 17.5 | 0.8 | -6.2 | 12.7
C[C@@H]1C[C@@H]2OC(=O)[C@]3(C)[C@H]2[C@@H](OC3(C)O)[C@]2(C)C(=O)C=C[C@H]12 (stereo partly specified) | 14.6 | 9.2 | 2.5 | 2.8 | -2.1 | 15.3 | 1.2 | 6.7 | -30.0
CCc1ccc(N2CC(C(=O)NC3CCCCC3C)CC2=O)cc1 (stereo unspecified) | -10.6 | 22.1 | 26.1 | -0.3 | -2.0 | 20.7 | 0.5 | 0.2 | -49.3
N#Cc1c(F)cccc1N1CCOCC1 | -11.0 | 17.2 | -2.6 | -1.5 | 0.9 | -4.2 | -2.4 | -3.0 | 3.5
